# Arr AP2 block: blocks beta-arrestin peptide binding to AP2 adaptin; inhibition, % at 10 µM; 340,000 compounds, 0.31% hits; FITC-arrestin peptide / GST-AP2 beads, flow cytometry; AP2 beta2 appendage carries R879A mutation;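 active = inhibition above a set limit, near 3 SD of compounds lacking own fluorescence, cut at about 54% in these data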;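 also: plate controls were DMSO wells for no effect and 5 µM unlabelled arrestin peptide for full effect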
#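 system = GST-tagged AP2 beta2-adaptin appendage (R879A) on 4 µm glutathione beads | reagent = FITC-labelled arrestin peptide probe, 50 nM final | schedule = compound with beads 12 min RT, then probe 1 h RT | signal = HyperCyt-sampled flow cytometry, FL1 channel, ex 488/em 535 nm | read-out = percent response from loss of bead-bound FITC fluorescence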
# NSD2 inh: inhibitors of human histone methyltransferase NSD2; NSD2 peptide methylation, AlphaScreen, 120 min; inhibition, % at 12.5 µM; 310,000 compounds, 0.54% hits; in the data active = inhibition above about 50%
# PKA-R1A act: activators of PKA-R1A complex; 340,000 compounds, 0.083% hits; P00514+P68181; AID 504707; PKA-R1A dissociation, Cy5-IP20 fluorescence polarization; scaled: DMSO 0%, 113 µM cGMP 100%; activation, % at 11.4 µM;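 active = percent activation above the mean of all tested compounds plus 3 SD, cut at about 19% in these data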;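 also: higher means more PKAc released from R1A so a rise in polarization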
# MITF TRPM1 HTS: MITF TRPM1 promoter activation in melanoma cells; SK-MEL-5 TRPM1-promoter luciferase, 24 h; % of positive control, neutral wells = 0; activation, % at 12.5 µM; 300,000 compounds, 0.75% hits; AID 588334;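 active = mean activation of at least 80% with every replicate also reaching 80%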;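 also: 0% = neutral control wells and 100% = parthenolide positive control wells; values of inactives mirror those of a sister screen read the other way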
# PKA-R2B activ: activators of human PKA-R2B complex; AID 504700; PKA-R2B holoenzyme dissociation, Cy5-IP20 fluorescence polarization; R2B truncated from residue 108, S112A mutant; 0% DMSO only, 100% 113 µM cGMP; P22694+P31323; activation, % at 11.4 µM; 340,000 compounds, 0.079% hits;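 active = activation above a cutoff set at the mean over all compounds plus 3 SD, cut at about 18% in these data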;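 also: higher means more holoenzyme dissociation and a rise in polarization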
# SR-BI HDL uptake: blocks mouse SR-BI lipid uptake from DiI-HDL | Q61009 | ldlA[mSR-BI] CHO cells, DiI-HDL uptake fluorescence, 3 h | inhibition, % at 12.5 µM | 320,000 compounds, 0.96% hits | AID 488896;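 active = mean replicate inhibition of at least 70% and a set share of replicates each scoring 70 or more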;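 also: 0% = median of neutral control wells and 100% = median of positive control wells; values of inactives mirror those of a sister screen read the other way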
# Target sequence (Q61009 whole entry, looked up): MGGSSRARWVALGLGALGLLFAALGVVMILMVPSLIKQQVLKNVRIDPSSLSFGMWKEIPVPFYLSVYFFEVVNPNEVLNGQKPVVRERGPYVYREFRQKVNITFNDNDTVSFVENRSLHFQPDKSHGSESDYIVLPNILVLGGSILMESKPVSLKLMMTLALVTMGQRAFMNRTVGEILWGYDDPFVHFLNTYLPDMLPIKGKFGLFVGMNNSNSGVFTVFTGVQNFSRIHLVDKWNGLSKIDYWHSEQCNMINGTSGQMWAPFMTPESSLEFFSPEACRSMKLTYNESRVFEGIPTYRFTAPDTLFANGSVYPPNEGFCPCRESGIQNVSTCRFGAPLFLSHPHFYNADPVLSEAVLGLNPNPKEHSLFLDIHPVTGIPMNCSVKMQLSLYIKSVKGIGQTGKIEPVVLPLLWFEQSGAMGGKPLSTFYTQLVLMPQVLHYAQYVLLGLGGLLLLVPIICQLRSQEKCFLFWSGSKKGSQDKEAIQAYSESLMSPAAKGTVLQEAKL
# SR-BI DiI-HDL act: activators of SR-BI mediated HDL lipid uptake. CHO ldlA[mSR-BI] cells, DiI-HDL uptake fluorescence, 3 h; 100 = double the neutral-control signal. activation, % at 12.5 µM. 320,000 compounds, 0.096% hits. AID 504775;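 active = mean replicate activation of at least 60% and every replicate at or above 60%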;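 also: 0% = median plate neutral-control signal and 100% = twice that signal; values of inactives mirror those of a sister screen read the other way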
#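 Material: SR-BI-overexpressing, LDLR-lacking CHO cells; schedule: compound exposure 3 h, 37 °C; reagent: DiI-labelled HDL at 10 µg/mL final; technique: bottom-read fluorescence, 550/595 nm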
# Mot1-301 SUMO: SUMOylation pathway inhibition by Mot1-301 growth rescue. growth rescue, % at 18.8 µM. S. cerevisiae Mot1-301 growth rescue, ATP luminescence, 38.5C; percent above DMSO median, 100 means doubled. 320,000 compounds, 1% hits;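 active = every valid replicate shows activation above 250% relative to neutral control wells; inactive = the rest, any valid replicate at or below 250%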;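 also: OY570 slx delta 5 strain wells were the positive control but not used for scaling; some compounds called inactive have numbers as strong as hits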
# CDK5 inh: inhibitors of human CDK5/p35 kinase; Q00535+Q15078; Recombinant CDK5/p35, ADP-Glo luminescence, 60 min; inhibition, % at 10 µM; 330,000 compounds, 0.01% hits; AID 488839;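 active = highest replicate inhibition of at least 50% and at least 75% of replicates reaching 50%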;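 also: plate controls were DMSO neutral control for no effect and GW8510 at 10 µM for full effect; many of its hits are not listed in these tables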
# DSG3 Ab inh: human desmoglein-3 autoantibody binding inhibition; 310,000 compounds, 0.48% hits; AID 588358; DSG3-coupled beads, scFv-anti-DSG3-GFP binding, flow cytometry; active compounds read low; P32926; binding (percent of control), % at 10 µM;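 active = binding more than 3 SD below its plate's average and above zero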;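 also: hits lower antibody fragment binding to DSG3; some compounds called inactive have numbers as strong as hits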
# dFosB activator: mouse delta FosB homodimer activation; purified delta FosB, TAMRA-CDK5 oligo fluorescence polarization; percent of positive-control signal above neutral wells; activation, % at 25 µM; 340,000 compounds, 0.99% hits;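 active = mean activation above about 17%, with every replicate also reaching it, limit read from the data, passing the limit was not always enough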;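 also: fluorescence polarization rise as delta FosB binds a TAMRA Cdk5 AP-1 oligo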
# Target sequence (P13346 whole entry, looked up): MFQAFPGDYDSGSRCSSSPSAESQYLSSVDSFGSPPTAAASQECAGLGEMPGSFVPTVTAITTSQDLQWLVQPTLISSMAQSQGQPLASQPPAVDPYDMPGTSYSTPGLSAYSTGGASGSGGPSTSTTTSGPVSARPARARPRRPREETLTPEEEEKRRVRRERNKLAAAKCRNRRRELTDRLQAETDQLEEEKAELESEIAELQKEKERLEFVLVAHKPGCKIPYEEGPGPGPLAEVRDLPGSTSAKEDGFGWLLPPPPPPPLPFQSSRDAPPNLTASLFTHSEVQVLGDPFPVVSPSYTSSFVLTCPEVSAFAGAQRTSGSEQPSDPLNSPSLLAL
# * marks the source's active call; other numbers are inactive results; / = not tested or not shown.
SMILES,Arr AP2 block,NSD2 inh,PKA-R1A act,MITF TRPM1 HTS,PKA-R2B activ,SR-BI HDL uptake,SR-BI DiI-HDL act,Mot1-301 SUMO,CDK5 inh,DSG3 Ab inh,dFosB activator
CCN(CC)CCNC(=O)C(=O)Nc1cc2c3c(c1)CCC(=O)N3CCC2,-13,23,-4,-2,5,4,-4,-3,-3.1,110,0
CCOC(=O)C1=C(C)NC2=C(C(=O)CCC2)C1c1cn(Cc2ccc(Cl)cc2Cl)nc1-c1ccccc1 (configuration not stated),-8,/,-4,-1,3,-28,28,459,0.4,96,-7
CO/N=C(\CS(=O)(=O)Cc1ccc(OC)cc1)c1ccc(Cl)cc1,4,2,4,-9,4,9,-9,1,-3.7,92,2
Nc1ncnc2c1nc(Br)n2[C@@H]1O[C@@H]2COP(=O)(O)O[C@H]2[C@H]1O,25,/,117*,8,107*,-2,2,-17,1.6,93,1
Cc1cc(Cl)ccc1OCCCC(=O)NCCc1nnc2ccccn12,-3,10,-8,1,-6,-17,17,-1,-3.2,86,-2
Cc1ccccc1C(=O)N1CCN(c2ccc(NC(=O)CSc3ccc(Cl)cc3)cc2)CC1,4,-2,-3,-51,-1,65,-65,161,1.5,112,-12
O=C1[C@H]2CCC=C[C@H]2[C@H](c2cccc(Br)c2)N1Cc1ccccc1,33,/,-6,3,0,-3,3,/,0.2,89,-5
COc1ccc(-n2nc3c(c2NC(=O)C2CC2)CS(=O)C3)cc1 (configuration not stated),20,-11,-12,-5,4,-1,1,-19,-0.5,63,-1
O=C(N/C(=C/c1ccco1)C(=O)N1CCCCC1)c1cccs1,-4,4,-2,-3,-12,-21,21,-12,12,103,-5
Cc1cc(C)cc(Oc2coc3cc(OC(=O)c4cccs4)ccc3c2=O)c1,13,1,-4,8,10,-2,2,3,0.6,105,-6
CS(=O)(=O)N1CCC(c2noc(-c3ccc(C(F)(F)F)cc3)n2)CC1,7,0,-4,-11,-6,-14,14,1,-2.2,99,5
O=C(N/N=C/c1cccc(F)c1)c1csc2c1CCCC2,0,0,-2,142*,-4,21,-21,22,-0.2,/,-3
C=C(CC[C@@H](O)C(C)(C)O)[C@H]1CC[C@]2(C)[C@@H]1CCC1[C@@]3(C)CC[C@H](O)C(C)(C)C3CC[C@]12C (some centres not stated),25,/,7,2,-15,-21,21,124,0.2,100,5
Cc1cccc(-c2noc(CN(C(=O)CCc3ccccc3)C(C)C)n2)c1,18,1,-4,2,0,23,-23,-39,-0.2,96,-11
CN(C)c1ccc(/C=N/NC(=O)c2ccc(CN3CCOCC3)cc2)cc1Br,30,3,/,1,/,84*,-84,586,-3.0,101,-14
COc1ccc(CCNC(=S)Nc2cc(C)cc(C)c2)cc1,-2,1,3,-11,6,10,-10,-2,-0.5,/,-2
Brc1ccc(C[n+]2ccccc2)cc1,-9,/,-13,-11,-7,-17,17,7,-1.7,104,1
Cc1ccc(-c2nc3sc(C(N)=O)c(N)c3c3c2CCCC3)cc1,-9,-6,5,4,8,50,-50,38,0.6,98,-26
COc1ccccc1C(=O)NCC(=O)N/N=C/c1cc(Br)ccc1OC(=O)/C=C\c1ccco1,9,-1,0,-23,-3,-12,12,-11,2.5,84,-5
CCOC(=O)C(=O)NC(C)CCc1ccccc1 (configuration not stated),2,-5,5,0,-8,-17,17,3,3.5,84,2
CC1OC(Nc2cccc3ccccc23)C(O)C(O)C1O (configuration not stated),37,65*,1,-46,-10,-40,40,-9,3.0,89,-2
CCCCN(C)C(=O)c1cn(CC)c2nc(C)ccc2c1=O,16,1,11,-4,-1,-15,15,1,0.1,101,-7
Cc1ccc(S(=O)(=O)N/N=C/C(C)(C)CO)cc1,-6,-1,-3,0,4,-17,17,5,-0.2,106,-1
COC(=O)c1ccccc1OCCN1CCCCCC1,/,2,-7,-13,-13,-7,7,-5,0.7,100,-2
N=c1c(S(=O)(=O)c2ccc(Br)cc2)cc2c(=O)n3ccccc3nc2n1C1CCCC1,27,-2,5,8,6,12,-12,-9,1.2,/,1

# Next structures:
SMILES,Arr AP2 block,NSD2 inh,PKA-R1A act,MITF TRPM1 HTS,PKA-R2B activ,SR-BI HDL uptake,SR-BI DiI-HDL act,Mot1-301 SUMO,CDK5 inh,DSG3 Ab inh,dFosB activator
CCCS(=O)(=O)NCc1ccc2c(c1)cc(C)n2C,8,3,-13,3,-4,10,-10,17,-16,90,0
O=C(NCCc1cn2ccsc2n1)c1cccs1,4,/,-2,/,-1,-3,3,-2,0.2,84,-5
CCN(CC)C(=O)Cn1cc(S(=O)(=O)CC(=O)Nc2cc(C)on2)c2ccccc21,-12,-3,-9,-3,-3,-19,19,1,-0.2,/,-3
CC(NC(=O)CN(C)Cc1cccc(F)c1)c1ccccc1 (configuration not stated),5,-3,-5,6,2,-7,7,-4,2.0,101,-4
O=[N+]([O-])c1ccc(Cl)c(/C=N/Nc2nc(N3CCOCC3)nc(N3CCOCC3)n2)c1,3,0,-8,12,-6,-9,9,-8,-1.8,/,7
Cc1nc(CN(C)C(=O)CC2C(=O)NCCN2Cc2ccc(-c3ccccc3)cc2)cs1 (configuration not stated),32,-2,7,-8,-5,9,-9,-16,-2.8,103,-1
O=C(Nc1nnc(SCc2ccc(Cl)cc2)s1)c1ccco1,-6,-2,0,-2,-9,-6,6,-1,-1.0,95,-1
Cc1cc(C(=O)N2CCCC2C(=O)O)c(C)o1 (configuration not stated),1,-2,-11,-3,-8,-6,6,-6,0.1,96,1
O=C(O)c1ccc(S(=O)(=O)c2ccccc2C(=O)O)c([N+](=O)[O-])c1,-13,3,-6,-11,-11,-17,17,-15,0.9,112,2
O=C(NC(=S)NCCN1CCOCC1)c1ccc(Cl)cc1,9,-2,12,5,-1,8,-8,/,-0.1,96,-3
COc1ccc(/C=C2\SC(=O)N(CC(=O)NNC(=O)c3ccccc3O)C2=O)cc1,3,3,15,-3,20*,-1,1,-5,1.2,102,67*
CCOc1ccc(N/C(N)=N/c2nc(CSc3nnnn3-c3ccccc3)cc(=O)[nH]2)cc1,-10,0,-7,-1,1,-2,2,-6,1.2,92,0
CN(CCOC(=O)c1cccc(Br)c1)C(C)(C)C,4,29,-11,5,8,-1,1,2,1.5,107,-8
CCOC(=O)c1[nH]c2ccccc2c1N=CN(CC)CC,3,4,0,-19,-2,0,0,-17,-0.3,/,-2
O=C(CN(CC1CCCO1)C(=O)CNS(=O)(=O)c1ccc(F)cc1)NCC1CCCO1 (configuration not stated),-5,/,-2,/,-10,/,/,2,-0.1,91,-2
O=C(O)c1cccc(Nc2ccncc2[N+](=O)[O-])c1,1,-3,-4,2,-4,-12,12,25,0.5,99,0
CC(C)C(=O)Nc1ccccc1-c1nc2ccccc2[nH]c1=O,-2,-2,-5,/,1,-18,18,-12,0.4,109,4
COc1cccc(C(CNc2ccc(S(=O)(=O)N3CCN(C)CC3)cc2[N+](=O)[O-])N(C)C)c1 (configuration not stated),1,9,-4,9,-6,1,-1,/,-1.3,103,-10
Cc1ccc(-n2cc(CN3CCNC(=O)CC3)c(-c3ccc(F)cc3)n2)cc1,3,0,4,-8,3,/,/,-23,1.1,95,-11
O=C(Nc1ccncc1)C1CCN(S(=O)(=O)c2c(Cl)cccc2Cl)CC1,-2,-3,-4,-15,-5,12,-12,-6,-0.6,97,-2
Cc1cccc(-n2ncc3c2CCCC3NC(=O)CCCN2CCCCC2=O)c1C (configuration not stated),-2,-2,-12,-2,-2,6,-6,-7,-1.7,103,-3
CCCN(CC(=O)Nc1ccccc1OC)C(=O)C1=COCCO1,-5,-1,-2,-4,-7,-3,3,2,-0.3,104,2
N#Cc1c(-c2ccc(C(F)(F)F)cc2)cc(-c2ccccc2)[nH]c1=S,-2,0,-13,1,0,-15,15,-18,0.2,95,-12

# A draw from above in order of formula weight, highest first.
SMILES,Arr AP2 block,NSD2 inh,PKA-R1A act,MITF TRPM1 HTS,PKA-R2B activ,SR-BI HDL uptake,SR-BI DiI-HDL act,Mot1-301 SUMO,CDK5 inh,DSG3 Ab inh,dFosB activator
COc1cccc(C(CNc2ccc(S(=O)(=O)N3CCN(C)CC3)cc2[N+](=O)[O-])N(C)C)c1 (configuration not stated),1,9,-4,9,-6,1,-1,/,-1.3,103,-10
Cc1nc(CN(C)C(=O)CC2C(=O)NCCN2Cc2ccc(-c3ccccc3)cc2)cs1 (configuration not stated),32,-2,7,-8,-5,9,-9,-16,-2.8,103,-1
CCN(CC)C(=O)Cn1cc(S(=O)(=O)CC(=O)Nc2cc(C)on2)c2ccccc21,-12,-3,-9,-3,-3,-19,19,1,-0.2,/,-3
COc1ccc(/C=C2\SC(=O)N(CC(=O)NNC(=O)c3ccccc3O)C2=O)cc1,3,3,15,-3,20*,-1,1,-5,1.2,102,67*
O=C(Nc1ccncc1)C1CCN(S(=O)(=O)c2c(Cl)cccc2Cl)CC1,-2,-3,-4,-15,-5,12,-12,-6,-0.6,97,-2
Cc1ccc(-n2cc(CN3CCNC(=O)CC3)c(-c3ccc(F)cc3)n2)cc1,3,0,4,-8,3,/,/,-23,1.1,95,-11
O=C(O)c1ccc(S(=O)(=O)c2ccccc2C(=O)O)c([N+](=O)[O-])c1,-13,3,-6,-11,-11,-17,17,-15,0.9,112,2
CC(C)C(=O)Nc1ccccc1-c1nc2ccccc2[nH]c1=O,-2,-2,-5,/,1,-18,18,-12,0.4,109,4
CCOC(=O)c1[nH]c2ccccc2c1N=CN(CC)CC,3,4,0,-19,-2,0,0,-17,-0.3,/,-2
CCCS(=O)(=O)NCc1ccc2c(c1)cc(C)n2C,8,3,-13,3,-4,10,-10,17,-16,90,0

# Source: PubChem BioAssay

# This is a random part of the collection. Share with any hit: about 4.7%.
